Source: PubChem BioAssay (several laboratories)
SV40 large T antigen = SV40 large T antigen inhibitors, biochemical (AID 1903); one-dose inhibition, % at 20 µM; IC50 in µM for titrated hits; 0.39% of 310,000 active; SV40 large T antigen ATPase/helicase inhibition assay; higher % means a stronger effect; in the data active = a potency from the dose series; inconclusive = inhibition mostly from about 32% at the one dose, without a potency; inactive = the rest, 99 in 100 with inhibition below about 32%; note: strong numbers were not always called active
AID2073 = inhibitors of Mint1-CaV2.2 protein interaction, biochemical, HTRF (AID 2073); HTRF protein-protein interaction, Mint1-CaV2.2; higher % means a stronger effect; inhibition, % at 20 µM, or IC50 in µM where a hit was titrated; 0.19% of 290,000 active; in the data active = inhibition mostly above about 51%, no sharp cut-off; inconclusive = no clear call, values can overlap the other calls; inactive = mostly below about 53%; note: some results filed as inactive read as strong as hits
NTR1 ag = agonists of NTR1, primary screen, imaging, U2OS cells, beta-arrestin-GFP, high content (AID 493036); P30989; NTR1-U2OS beta-arrestin-GFP spot imaging, agonist mode; activation, % at 20 µM; 0.17% of 330,000 active;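 active = activation at or above 40% of the spot to cytoplasm intensity ratio, with at least 20 cells analyzed; inconclusive = wells under 20 cells, flagged as cytotoxic or low count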;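 note: 0% = DMSO without peptide and 100% = 100 nM NTR1 peptide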
Target sequence (P30989 whole entry, looked up): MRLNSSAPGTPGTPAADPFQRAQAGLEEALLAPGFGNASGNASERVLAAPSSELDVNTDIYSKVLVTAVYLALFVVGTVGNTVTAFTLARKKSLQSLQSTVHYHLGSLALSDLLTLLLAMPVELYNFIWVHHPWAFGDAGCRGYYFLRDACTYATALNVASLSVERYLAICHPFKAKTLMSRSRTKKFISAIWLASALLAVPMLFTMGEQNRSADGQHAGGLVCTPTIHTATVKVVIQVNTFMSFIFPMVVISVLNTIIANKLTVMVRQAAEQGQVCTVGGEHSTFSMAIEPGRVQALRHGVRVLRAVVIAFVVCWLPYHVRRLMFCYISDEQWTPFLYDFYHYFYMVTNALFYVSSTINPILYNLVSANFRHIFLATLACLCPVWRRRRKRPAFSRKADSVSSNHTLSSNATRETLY
UTI89 phage lysis = inhibition of K1F phage lysis, E. coli UTI89, bacterial capsule biogenesis inhibitors, alamar blue (AID 488966); E. coli UTI89 K1F phage lysis, alamar blue, 2 h; higher % means a stronger effect; inhibition, % at 100 µM; hits with a dose series show IC50 in µM; 0.02% of 340,000 active;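 active = phage lysis inhibition, versus mean bacterial control, above a set limit; inconclusive = no clear call, values can overlap the other calls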;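 note: capsule biogenesis inhibitors block K1F phage lysis so surviving cells raise fluorescence; higher fluorescence means more inhibition of phage lysis; actives were called in the ten point dose series up to 300 µM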
Rac1 GTP hydrolysis = MgcRacGAP GTPase-activating activity inhibitors, confirmation, biochemical, ADP Hunter fluorescence; MgcRacGAP-stimulated Rac1 GTP hydrolysis, ADP Hunter fluorescence; higher % means a stronger effect; GST-tagged Rac1 F28L mutant substrate; inhibition, % at 30 µM, or IC50 in µM where a hit was titrated; 0.6% of 340,000 active; AID 624330;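 active = first-screen hits whose inhibition reached a set limit at any dose in the follow-up dose series; inconclusive = inhibition above the set first-screen limit but never retested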;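 note: fluorescence reports GDP produced by GAP-driven GTP hydrolysis; strong numbers were not always called active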
RSV antiviral HEp-2 = RSV antiviral activity via CPE protection, HEp-2 cells, primary 10 µM value included (AID 2391) | HEp-2 cells, RSV-induced CPE inhibition; higher % means a stronger effect | one-dose CPE inhibition, % at 10 µM; IC50 in µM for titrated hits | 0.13% of 310,000 active; in the data active = a potency from the dose series; inconclusive = CPE inhibition mostly from about 23% at the one dose, without a potency; inactive = the rest, 99 in 100 with CPE inhibition below about 21%; note: strong numbers were not always called active
SIAH1 antagonists = blockers of Siah-1 interaction with plectin peptide – biochemical, fluorescence polarization, rhodamine-plectin, uHTS, primary screen (AID 1817) | 0.02% of 290,000 active | displacement, % at 20 µM, or IC50 in µM where a hit was titrated | Siah-1 / rhodamine-plectin peptide fluorescence polarization; higher % means a stronger effect;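 active = displacement of at least 50% at 20 µM, with a fluorescence ratio check between 0.3 and a set limit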;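 note: plate controls were Siah plus tracer with DMSO for no effect and tracer alone without Siah for full effect; strong numbers were not always called active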
West Nile virus CPE = West Nile virus antiviral activity, cell-based, CPE readout (AID 1621) | West Nile virus-infected cells, CPE inhibition; higher % means a stronger effect | CPE inhibition, % at 10 µM, or IC50 in µM where a hit was titrated | 0.02% of 290,000 active; in the data active = a potency from the dose series; inconclusive = CPE inhibition mostly from about 3.7% at the one dose, without a potency; inactive = the rest, 99 in 100 with CPE inhibition below about 2.2%; note: strong numbers were not always called active
NS5 inhibitors = flavivirus cap methylation enzyme inhibition – biochemical, confirmation dose response, primary screen (AID 588689); 0.3% of 340,000 active; Dengue-2 NS5 methyltransferase capping enzyme assay, biochemical; higher % means a stronger effect; one-dose inhibition, % at 25 µM; IC50 in µM for titrated hits; in the data active = a potency from the dose series; inconclusive = inhibition above about 29% without an active follow-up result
NTR1 ag cell count 20 µM = further read-out of NTR1 ag, marked with its call; cell count; measured here: cell count, cytotoxicity flag
The depositor's hits bear a star; i = inactive; ? = inconclusive; / = not tested or not shown; [ ] = dose if it differs, or a comment.

SMILES | SV40 large T antigen | AID2073 | NTR1 ag | NTR1 ag cell count 20 µM | UTI89 phage lysis | Rac1 GTP hydrolysis | RSV antiviral HEp-2 | SIAH1 antagonists | West Nile virus CPE | NS5 inhibitors
O=C(Cn1c(COc2ccccc2)nc2ccccc21)Nc1cccc(Cl)c1 | -3% | 17% | 1.2 | 62 | 2.4% | 1% | 1.1% | 5% | -1.2% | -5%
CC(C)Cc1nc(N2CCN(C(=O)c3ccco3)CC2)c(C#N)c2c1CCC2 | 13% | 5% | 7.5 | 61 | 1.6% | 1% | ? | 5% | -0.2% | -9%
O=C(c1cn(-c2ccccc2)nc1-c1cccnc1)N1CCCC(C(F)(F)F)C1 (stereo not drawn) | 17% | / | 4.3 | 57 | 0.1%[50 µM] | 2% | -0.4% | / | / | -7%
COc1ccccc1C1CCN(Cc2ccc3ccccc3c2)CC1 | 10% | 15% | 5.0 | 45 | 0.3% | / | 11% | -4% | -0.1% | -7%
CCN1C(=O)[C@H]2[C@@H](c3ccc(-c4ccc(OC)cc4)c(OC)c3)N[C@@](C)(C(=O)OC)[C@H]2C1=O | 4% | / | 0.5 | 101 | -0.2% | 8% | 1.3% | / | / | -1%
O=C(Nc1ccc(Cl)cc1Cl)c1ccc2ncsc2c1 | 21% | 34% | -1.7 | 51 | 0.2% | 6% | 7.5% | -1% | -0.3% | -7%
CCOc1ccc(CNCc2ccccc2Cl)cc1 | 9% | 0% | 0.1 | 39 | 0.2% | 3% | 0.7% | 4% | -0.7% | -10%
C[C@H](NC(=O)Cc1cccc2ccccc12)C(=O)N1CCOCC1 | / | / | 2.8 | 64 | 0.4% | 0% | / | / | / | 3%
COCC1CCN(C(=O)c2ccc3oc(CCCc4ccccc4)nc3c2)C1 (stereo not drawn) | 20% | 7% | -0.2 | 82 | 0.2% | 6% | 3.5% | 5% | -0.1% | 1%
CCCCC(Br)C(=O)Nc1ccc(S(=O)(=O)Nc2cc(C)nc(C)n2)cc1 (stereo not drawn) | 7% | 10% | -2.1 | 36 | -1.0% | 6% | 0.9% | 5% | -0.5% | -1%
Cc1ccccc1-c1nc2cc(Cl)ccc2c(=O)o1 | 1% | 1% | 7.3 | 42 | 0.1% | 7% | 1.5% | -2% | 0.0% | 3%
CCOc1ccc(NC(=O)CSc2nnc(C)n2C2CC2)cc1S(=O)(=O)N1CCCC1 | / | / | -0.3 | 61 | 1.0%[50 µM] | 5% | / | / | / | 3%
Cc1oc(C(C)(C)C)cc1C(=O)N1CCN(c2ncccc2C(F)(F)F)CC1 | 12% | 6% | 2.6 | 44 | 0.1% | -3% | 0.8% | -2% | -1.1% | -9%
N#Cc1cc2c(=O)n3ccccc3nc2n(Cc2ccco2)c1=NC(=O)c1ccco1 | 25% | 50% | 5.1 | 67 | 0.1%[50 µM] | 0% | 0.3% | 6% | -1.1% | -7%
CC(C)(C)OC(=O)CNC(=O)c1nc[nH]c1C(=O)N1CCNCC1 | 10% | / | -1.3 | 90 | 3.5% | 4% | 1.1% | / | / | 5%
Cc1sc2nc(CN3CCOCC3)[nH]c(=S)c2c1C | 21% | 9% | 0.2 | 49 | -0.1% | 14% | 1.5% | -3% | -1.9% | -7%
C=CCN(CC=C)S(=O)(=O)c1ccc(NC(=S)NC(=O)c2ccc(-c3ccccc3)cc2)cc1 | 4% | -8% | 0.6 | 61 | 0.8% | 6% | 0.1% | -5% | -0.4% | -1%
COc1ccc(S(=O)(=O)N2CCOCC2)cc1NC(=O)c1cc2ccccc2o1 | / | / | 1.9 | 66 | 0.5%[50 µM] | 6% | / | / | / | -1%
CC(=O)N/C(=C\c1ccc(F)cc1)C(=O)N(C)C | 4% | 3% | 1.9 | 63 | -0.2% | -3% | 0.8% | 8% | -0.1% | -1%
Cc1c(C(=O)O)sc2nc3n(c(=O)c12)CCC(C)CC3 (stereo not drawn) | 5% | -3% | 0.5 | 45 | 0.3% | 4% | 0.2% | 2% | -0.3% | -1%

The list goes on, overlapping the part above by 2 compounds.
SMILES | SV40 large T antigen | AID2073 | NTR1 ag | NTR1 ag cell count 20 µM | UTI89 phage lysis | Rac1 GTP hydrolysis | RSV antiviral HEp-2 | SIAH1 antagonists | West Nile virus CPE | NS5 inhibitors
CC(=O)N/C(=C\c1ccc(F)cc1)C(=O)N(C)C | 4% | 3% | 1.9 | 63 | -0.2% | -3% | 0.8% | 8% | -0.1% | -1%
Cc1c(C(=O)O)sc2nc3n(c(=O)c12)CCC(C)CC3 (stereo not drawn) | 5% | -3% | 0.5 | 45 | 0.3% | 4% | 0.2% | 2% | -0.3% | -1%
CCn1nc(NS(=O)(=O)c2ccc(F)cc2)c2cc3cccc(C)c3nc21 | 23% | 16% | 1.5 | 66 | 0.3% | 19% | 11% | -2% | -0.1% | 2%
O=c1oc2ccccc2cc1-c1nc2c(s1)CCc1ccccc1-2 | 6% | -3% | 7.5 | 33 | 0.8% | 11% | 8.6% | -5% | -0.4% | ?
O=C1c2ccccc2C(=O)c2c1cccc2N(CCO)CCO | 15% | -6% | -0.1 | 56 | -1.6% | 0% | 2.0% | 16% | -0.6% | 29µM*
CCC1=Nc2cc(C(=O)O)ccc2Sc2ccccc21 | 11% | 0% | 2.5 | 58 | -1.1% | 0% | 3.3% | i | 0.4% | 2%
CCOc1ccccc1N(CC(=O)NCc1ccc(OC)cc1)S(C)(=O)=O | 16% | -2% | -0.6 | 71 | 0.5% | 3% | 2.7% | 0% | 0.1% | -4%
O=C(Cc1ccc(F)cc1)Nc1ccccc1Sc1ccccc1 | 2% | 1% | 2.0 | 50 | 0.1%[50 µM] | 6% | 1.8% | 0% | -0.6% | -6%
O=C(Nc1cccc(F)c1)N1C2CCC1CC(O)(c1cccnc1)C2 (stereo not drawn) | -4% | -2% | 1.0 | 51 | 0.8% | 1% | 0.0% | -5% | 0.4% | 4%
O=C(COC(=O)COc1ccc(Cl)cc1)Nc1ccc2c(c1)OCCO2 | / | / | -0.7 | 86 | 0.0%[50 µM] | 3% | 0.1% | / | / | -9%
Clc1ccccc1/C=N/Nc1cc(N2CCOCC2)ncn1 | 13% | 9% | 0.2 | 41 | -0.1% | -4% | 1.7% | 3% | -0.3% | -5%
CN(C(=O)COc1ccc(Oc2ccccc2)cc1)C1CCS(=O)(=O)C1 (stereo not drawn) | 1% | 6% | -0.4 | 59 | -0.1% | 7% | 0.4% | -5% | -0.4% | -5%
Cc1ccc(CNC(=O)CCCN2C(=S)NC(C)(C)CC2C)cc1 (stereo not drawn) | 5% | -7% | 2.2 | 61 | 0.3% | -2% | 2.4% | 18% | 0.5% | -8%
COc1ccccc1N1CC(C(=O)OCc2nc(N)nc(Nc3ccccc3)n2)CC1=O (stereo not drawn) | / | / | -0.6 | 72 | -1.0% | 6% | 0.1% | / | / | -1%
CC1=C(C(=O)Nc2ccccc2)C(c2ccccn2)n2nc(CCCO)nc2N1 (stereo not drawn) | / | -6% | -1.7 | 57 | 0.2% | -2% | 1.5% | -3% | 0.8% | -1%
CSc1ccc(S(=O)(=O)N2CCC(C(=O)NCCCn3ccnc3)CC2)cc1 | -2% | -1% | -0.7 | 67 | 0.4%[50 µM] | 10% | -0.7% | 7% | 0.5% | 2%
COC(=O)c1cc(NC(=O)COC(=O)CCc2c[nH]c3ccccc23)cc(C(=O)OC)c1 | / | / | 0.1 | 51 | 1.3%[50 µM] | 7% | / | / | / | 1%
COc1ccc(-c2nn(-c3ccccc3)cc2/C=C/C(=O)O)cc1[N+](=O)[O-] | 18% | -63% | 0.4 | 59 | 0.1% | 11% | 1.6% | -3% | 0.6% | 6%
CC(C)(C)n1nc2c(c1NC(=O)Cc1ccc(F)cc1)CS(=O)(=O)C2 | 6% | 16% | 0.1 | 65 | 0.1% | 10% | 0.3% | -2% | -0.1% | -1%
CCCC(c1nnnn1Cc1ccco1)N1CCC(C(N)=O)CC1 (stereo not drawn) | 11% | 0% | -1.0 | 45 | 4.4% | 8% | 1.4% | 5% | -0.1% | -7%
Cc1cccc(/C=c2\s/c(=C\C(=O)C(C)(C)C)[nH]c2=O)c1 | 12% | 35% | 20 | 61 | 0.2% | 5% | 15% | -3% | 0.1% | 3%
Cc1cccc(C)c1NC(=O)NNC(=O)c1cc(C(C)(C)C)nn1Cc1ccccc1 | 5% | -11% | 0.8 | 37 | -0.3% | -1% | 5.9% | -1% | -0.8% | 4%
CCOC(=O)N1CCN(C(=O)c2ccc3c(c2)NC(=O)/C(=C/c2ccccc2)S3)CC1 | / | -3% | 3.9 | 69 | -0.4% | -11% | 19% | 7% | 0.0% | ?
COc1ccc(C(C)C)cc1S(=O)(=O)n1ccnc1C | 3% | -3% | -0.5 | 45 | 4.6% | 7% | 1.7% | 5% | -0.2% | 2%
COc1cc(/C=C/C(=O)NCCN2CCOCC2)cc(OC)c1OC | 9% | 8% | -0.7 | 55 | 1.9% | 1% | 1.6% | 12% | -0.8% | -3%
Cc1cc(NC(=S)N(CCN2CCCCC2)Cc2ccco2)ccc1Cl | 4% | -23% | 3.8 | 61 | 2.6% | 9% | 1.8% | -8% | -1.1% | -5%
CCCCn1c(N)c(N(CC)C(=O)C2COc3ccccc3O2)c(=O)[nH]c1=O (stereo not drawn) | / | / | 3.2 | 57 | 1.0%[50 µM] | 4% | / | / | / | 3%
CC(=O)c1ccc(OCc2cc(C(=O)NCCn3nc(C)cc3C)no2)cc1 | 16% | 0% | 0.1 | 67 | 0.4%[50 µM] | 5% | 5.8% | -2% | 0.0% | -5%
CCc1nc(SCC(=O)NCc2ccco2)c2c3c(sc2n1)CCCC3 | 6% | 2% | 13 | 49 | 4.5% | 3% | 8.1% | 1% | 2.1% | -3%
CN(C)S(=O)(=O)N1CCc2ccc(NC(=O)c3ccc(C(F)(F)F)cc3)cc2C1 | 1% | 6% | 0.5 | 49 | 1.1% | 11% | 0.4% | 3% | -1.5% | -5%
Cc1noc(C)c1CSc1ccc(Br)cc1 | -7% | -6% | 0.0 | 42 | 3.5% | 6% | 16% | -5% | 0.1% | 5%
CC(Oc1cccc2cccnc12)C(=O)N/N=C/c1ccccc1 (stereo not drawn) | 5% | 10% | -1.8 | 42 | -0.4% | -4% | 0.1% | 10% | -0.3% | -7%
O=C(CCNC(=O)c1ccc([N+](=O)[O-])cc1)Nc1cccc(S(=O)(=O)N2CCCCC2)c1 | 9% | -1% | 2.8 | 54 | -0.5%[50 µM] | -5% | 9.3% | -3% | -0.1% | -1%
O=C(O)CC(c1ccc(Cl)cc1)N1Cc2ccccc2C1=O (stereo not drawn) | 9% | 23% | -0.3 | 64 | 0.1% | 3% | -0.8% | -3% | 0.6% | -4%
COc1ccc(Oc2nc(C)nc3c2oc2ccccc23)cc1 | 8% | -10% | 2.3 | 90 | 1.1% | 10% | 1.0% | -2% | -0.6% | -7%
